D1 agonist – agonists of human D1 dopamine receptor; P21728; HEK293 T-REx D1 cells, calcium flux, agonist mode; activation, % at 2 µM; 360,000 compounds, 1% hits; AID 504660; in the data active = activation above about 30%; also: 0% is about no effect
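Inducible HEK293 T-REx D1 cells, force-coupled to calcium signalling, were plated at 4000 cells/well with tetracycline and held overnight at 30 C. After no-wash calcium dye loading, compound-evoked calcium rise over 180 s flagged agonists.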
TRHR enhancer – allosteric enhancers of human TRH receptor; TRHR cells, fluo-8 calcium fluorescence, EC20 TRH enhancement; enhancement, % at 2 µM; 360,000 compounds, 0.66% hits; AID 493056; in the data active = enhancement above about 30%; also: 0% is about no effect
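Enhancer read-out: after compound pinning and an initial kinetic agonist-mode read, an EC20 of TRH (10 nM final) was injected and fluo-8 calcium signal (Ex 480/Em 530) followed at 1 s/cycle for 100 cycles in TRHR-expressing cells.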
RXFP1 ag – RXFP1 (human) receptor agonism | Potency, µM (series often up to 57.5 µM), inactives show at the highest dose activation, usual class: activators | Q9HBX9 | AID 2676 | HEK293T-RXFP1 cAMP TR-FRET, 30 min; response scale: percent of porcine relaxin response, buffer zero | 370,000 compounds, 0.3% hits; also: potency is read from the fitted curve at half-maximal effect; % is scaled to controls: 0 for no effect and ±100 for the full control effect; nearly all actives have a fitted effect of over 60% in size; many of its hits are not listed in these tables
Target sequence (Q9HBX9 whole entry, looked up): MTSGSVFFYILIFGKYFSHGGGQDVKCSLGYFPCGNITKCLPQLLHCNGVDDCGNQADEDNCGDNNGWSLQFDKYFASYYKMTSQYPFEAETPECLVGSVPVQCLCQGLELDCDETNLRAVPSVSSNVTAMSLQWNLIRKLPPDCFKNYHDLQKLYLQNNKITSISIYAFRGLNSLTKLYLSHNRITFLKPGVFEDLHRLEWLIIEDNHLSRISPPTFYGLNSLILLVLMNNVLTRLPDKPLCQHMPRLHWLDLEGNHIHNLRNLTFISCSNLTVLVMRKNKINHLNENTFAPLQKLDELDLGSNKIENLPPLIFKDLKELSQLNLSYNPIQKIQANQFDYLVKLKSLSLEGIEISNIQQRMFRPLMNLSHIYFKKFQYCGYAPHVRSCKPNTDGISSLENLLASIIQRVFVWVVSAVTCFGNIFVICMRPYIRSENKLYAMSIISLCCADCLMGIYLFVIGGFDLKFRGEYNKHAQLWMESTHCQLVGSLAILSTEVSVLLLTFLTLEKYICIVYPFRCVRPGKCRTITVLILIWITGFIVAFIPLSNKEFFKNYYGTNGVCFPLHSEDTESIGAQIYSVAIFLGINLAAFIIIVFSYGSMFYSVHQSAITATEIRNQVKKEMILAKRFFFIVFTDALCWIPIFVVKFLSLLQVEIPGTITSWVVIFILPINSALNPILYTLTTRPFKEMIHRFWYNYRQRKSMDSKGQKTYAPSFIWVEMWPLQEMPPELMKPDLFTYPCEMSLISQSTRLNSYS
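HEK293 cells stably expressing RXFP1, treated 30 min at 37C with compounds plus PDE4 inhibitor Ro 20174; cAMP measured by HTRF TR-FRET. Normalized to buffer and 29 nM porcine relaxin; EC50 by Hill fit.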
Anesthetic bind – candidate novel general anesthetic via apoferritin binding; P02791; Potency, µM (series often up to 77.5 µM), for the others: at the top dose activity change, negative = displacement, hits mostly inhibitors; 350,000 compounds, 0.074% hits; apoferritin/1-aminoanthracene competitive binding, fluorescence; also: potency is read from the fitted curve at half-maximal effect; % is scaled to controls: 0 for no effect and ±100 for the full control effect; nearly all actives have a fitted effect of over 20% in size
Target sequence (P02791 2-175 limits assumed): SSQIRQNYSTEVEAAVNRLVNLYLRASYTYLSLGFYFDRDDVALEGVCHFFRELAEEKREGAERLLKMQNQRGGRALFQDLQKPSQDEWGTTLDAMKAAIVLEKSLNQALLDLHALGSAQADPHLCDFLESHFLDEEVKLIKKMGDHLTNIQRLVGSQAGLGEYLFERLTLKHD
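Horse-spleen apoferritin (10 uM) was mixed with 50% saturated 1-aminoanthracene in PBS, exposed to compounds for 10 min at room temperature, and read for fluorescence (ex 380 nm, em 535 nm). Competitive displacement was fitted with a four-parameter Hill equation.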
TRHR ag – activates the human TRH receptor; TRHR cells, calcium flux fluo-8, FDSS agonist mode; 360,000 compounds, 0.18% hits; activation, % at 2 µM; in the data active = activation above about 30%; also: 0% is about no effect
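Steps: seed TRHR cells overnight; add fluo-8 no-wash Ca dye, RT 30 min–1.5 h; record 10 s baseline; pin-transfer compounds; monitor fluorescence 1 cycle/s for the agonist window. Calcium increases flag candidate agonists.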
D2 PAM – positively modulates the human D2 dopamine receptor allosterically; P14416; AID 485347; 340,000 compounds, 0.34% hits; HEK293 T-REx D2, calcium flux, EC20 dopamine potentiation; potentiation, % at 10 µM;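 active = potentiation over 3 SD above the plate norm, cut at about 30% in these data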; also: 0% is about no effect
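Primary screen. Calcium kinetics in induced HEK293 T-REx D2 cells: compound pre-addition 180 s, EC20 dopamine, 180 s more.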
RXFP1 antag – blocks the human relaxin receptor RXFP1; Q9HBX9; HEK293-RXFP1, relaxin-stimulated cAMP HTRF, 30 min; hits give low values; activity change, negative = inhibition, % at 57.5 µM; 350,000 compounds, 0.59% hits;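 active = activity change of -60% or lower, but not beyond a set lower limit; inconclusive = change between -60% and -40%, or beyond the set limit; inactive = change above -40%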; also: % is scaled to controls: 0 for no effect and ±100 for the full control effect
D1 antagonist – blocks dopamine activation of the human D1 receptor; P21728; HEK293 TREx D1 cells, calcium flux, dopamine EC80; hits give low values; activity change, negative = inhibition, % at 10 µM; 360,000 compounds, 3.2% hits; in the data active = activity change below about -30%; also: % is scaled to controls: 0 for no effect and ±100 for the full control effect
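Tetracycline-induced HEK293 Trex D1 cells, force-coupled to calcium, dye-loaded; compounds added and read 180 s, then EC80 dopamine added and calcium flux tracked kinetically another 180 s.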
D1 potentiator – human D1 dopamine receptor positive modulation | P21728 | HEK293 TREx D1 cells, calcium flux, dopamine EC20 potentiation | potentiation, % at 10 µM | 360,000 compounds, 0.036% hits | AID 504651; in the data active = potentiation above about 30%; also: 0% is about no effect
* marks the source's active call; other numbers are inactive results; ? = inconclusive; / = no result given; & = joins results of further samples; [ ] = another dose, or the depositor's remark. Unless noted, calls follow the shape of the dose curve; as a rule, active = well fitted curve in the direction sought with a large enough effect; inconclusive = small, poorly fitted or top-dose-only effect, or another doubt; inactive = no such curve, though single readings can be large; an effect the other way counts as inactive or inconclusive.

SMILES	D1 agonist	TRHR enhancer	RXFP1 ag	Anesthetic bind	TRHR ag	D2 PAM	RXFP1 antag	D1 antagonist	D1 potentiator
COc1ccc(OCc2ccc(/C=N\NC(=O)c3sccc3C)o2)cc1	6	-3	-0.5%	-11%	-0.3	-7	-7	14	-2
CCOC(=O)c1ccc(N2C(=O)C(O)=C(C(C)=O)C2c2ccc(O)c(OC)c2)cc1 (configuration not stated)	2	2	0.9%	4%	-0.1	-12	-7	1	-3
O=[N+]([O-])c1ccc(N2CCc3ccccc3C2)nc1	1	1	4.7%	?	0.1	-3	14	2	2
Cc1ccc(S(=O)(=O)NCc2cn3c(C)csc3n2)cc1	0	5	0.7%	-12%	-0.5	19	-12	-7	-4
NC(=O)Cn1c(=O)n(Cc2ccccc2)c(=O)c2cccnc21	1	1	0.5%	-5%	0.1	-6	8	3	-2
C=CCn1c(SCC)nc(O)cc1=O	20	2	-3.8%	-5%	2.2	-11	-9	8	6
COc1ccc(C)cc1NC(=O)c1ccc2c(O)c(S(=O)(=O)c3ccccc3)c(=O)[nH]c2c1	1	0	2.6%	-2%	1.0	12	6	3	-4
COc1ccc2cc(-c3cccnc3)ncc2c1	-3	-5	0.5%	/	-0.7	-5	/	/	3
Cc1ccc(C)c(C(=O)COC(=O)c2ccc(Br)o2)c1	8	1	2.8%	?	-0.1	8	-13	3	0
Cc1ccc2c(CN3CCCCC3C)cc(=O)oc2c1 (configuration not stated)	-1	-11	0.2%	-1%	-0.1	-11	-13	-8	-3
CC(NC(=O)CN1C(=O)NC(C)(C2CC2)C1=O)c1ccc(F)cc1 (configuration not stated)	1	-7	0.3%	/	0.1	-10	26	-12	-3
O=[N+]([O-])c1cccc(C(=Nc2cccc(Cl)c2)NO)c1	-1	-8	-0.3%	-6%	-0.3	12	5	-21	0
Fc1ccccc1CNCC1CCCO1 (configuration not stated)	4	6	0.4%	-8%	0.5	7	-10	4	4
O=C(NCC1CC1)Nc1cccc(C(F)(F)F)c1	13	-1	0.0%	-2%	0.8	-12	2	-8	-9
COc1cccc(N(C(=O)c2ccco2)C(C(=O)NC2CCCC2)c2cccnc2)c1 (configuration not stated)	3	-13	-1.0%	-17%	-0.4	-6	-1	-2	2
CC1CCC(NC(=O)CCc2cn(Cc3ccccc3Cl)c3ccccc23)CC1 (configuration not stated)	1	-7	0.7%	1%	0.1	-1	-2	2	0
Cc1cc2c(cc1C)NC(CC(=O)Nc1ccccc1SC(F)(F)F)C(=O)N2 (configuration not stated)	1	3	9.4%	-13%	1.6	4	/	-10	0
CCCCc1nc2ccccc2c(C(=O)O)c1C	1	0	0.5%	-6%	0.3	5	4	17	0
CC(C)n1nc(C(=O)OCn2nnc3ccccc3c2=O)c2ccccc2c1=O	0	2	-1.9%	-5%	-0.3	9	8	-5	-3
CCC(C)n1c(=N)c(C(=O)NC2CCCCC2)cc2c(=O)n3ccccc3nc21 (configuration not stated)	-3	-5	26%	255%[activator]	-0.3	-27	/	24	-2
O=C(NC1CCCCC1)Oc1cccc2ccccc12	1	1	0.8%	-3%	0.2	3	-2	-15	1
C=CCc1c(C)nc2c(C)cccc2c1SC(=N)N	5	4	13%	5%	-0.2	-2	-18	4	-2
CCc1ccc(OCC(=O)Nc2ccc(Cl)c(-c3nc4ncccc4o3)c2)cc1	9	-1	5.9%	?	1.3	7	-22	-5	-1
COc1ccc(CCNC(=O)c2cnc3n(c2=O)CCS3)cc1OC	2	4	3.5%	-1%	0.7	4	2	5	0
CC(=O)Nc1ccc(NC(=O)COC(=O)c2c3c(nc4ccccc24)CCN(Cc2ccccc2)C3)cc1	0	6	1.2%	-10%	0.4	13	7	-10	1
Cc1cc(Cl)ccc1OCCCC(=O)N1CCN(S(=O)(=O)c2ccccc2)CC1	15	-5	-0.6%	/	0.9	2	-8	1	-4
COc1ccc(C(=O)NCCS(=O)(=O)N2CCc3ccccc3C2)c(OC)c1	1	-8	-2.0%	/	-0.4	-13	-5	11	1
COC(=O)C1=C(C)NC(C)=C(C(=O)OC)C1C(=O)OCC(=O)N1c2ccccc2CC1C (configuration not stated)	0	-4	-1.1%	-3%	-0.7	-7	-2&-6	/	-2
Cc1[nH]c2ccccc2c1SCCNC(=O)c1ccc(F)cc1	0	-5	-1.1%	1%	-0.4	-2	-2	-34*	-1
CCCOc1ccc(-c2cc(C(F)(F)F)c(C#N)c(SCCC(=O)O)n2)cc1	9	2	6.1%	-2%	-0.1	6	/	-10	-2
COc1ccc(Cn2c(SCc3ccccc3C)nc3cc(OC)c(OC)cc3c2=N)cc1	9	16	-1.0%	-20%	0.1	9	/	25	13
O=C(Nc1nncs1)c1cc(-c2ccncc2)nc2ccc(Cl)cc12	2	7	7.1%	-10%	-0.3	1	-5	-12	3
CCOc1ccc2[nH]c(=O)c(=O)[nH]c2c1	2	8	2.5%	3%	-0.1	-3	-8	-3	0
Cc1cc(C)c(C)c(S(=O)(=O)NCCN2CCOCC2)c1C	6	3	1.2%	-4%	0.0	-3	-1	-5	-3
CCOc1ccc(C(=O)Nc2cccc(-c3nc4cccnc4o3)c2)cc1Cl	0	7	2.8%	-5%	-0.4	-5	13	10	-6
Cc1nn(-c2ccccc2)c(C)c1/C=N/N1CCN(c2ccccn2)CC1	4	0	1.0%	-17%	0.4	2	-14	14	-8
CC(=O)C1=C(O)C(=O)N(Cc2ccccc2)C1c1ccc(Br)cc1 (configuration not stated)	0	5	21%	-4%	0.8	-2	4	-7	-5
Cc1ccc(C)c(CSC2=NCCN2S(=O)(=O)c2ccccc2)c1	29	-5	-1.6%	47%[activator]	1.4	3	-17	-6	-2
COc1ccc(C(=O)N/N=C/c2ccccc2OC(=O)c2ccccc2)cc1	-3	-6	-2.0%	-8%	0.0	-5	-17	-6	-1
COc1ccccc1CNC(=O)C1CCN(S(=O)(=O)N2CCCCC2)CC1	1	-2	-0.3%	0%	0.2	-5	2	7	-4

In the list so far, 2 contain a nitro group on carbon.
SMILES	D1 agonist	TRHR enhancer	RXFP1 ag	Anesthetic bind	TRHR ag	D2 PAM	RXFP1 antag	D1 antagonist	D1 potentiator
O=[N+]([O-])c1ccc(N2CCc3ccccc3C2)nc1	1	1	4.7%	?	0.1	-3	14	2	2
O=[N+]([O-])c1cccc(C(=Nc2cccc(Cl)c2)NO)c1	-1	-8	-0.3%	-6%	-0.3	12	5	-21	0

Some values from the list:
Under TRHR ag, CCOc1ccc(C(=O)Nc2cccc(-c3nc4cccnc4o3)c2)cc1Cl reads -0.4
Under TRHR enhancer, COc1ccc(Cn2c(SCc3ccccc3C)nc3cc(OC)c(OC)cc3c2=N)cc1 reads 16

Continuation:
SMILES	D1 agonist	TRHR enhancer	RXFP1 ag	Anesthetic bind	TRHR ag	D2 PAM	RXFP1 antag	D1 antagonist	D1 potentiator
CCC(C)(C)NC(=O)C(c1cccn1C)N(Cc1ccc(OC)cc1)C(=O)Cn1nnc2ccccc21 (configuration not stated)	1	-5	-0.9%	6%	1.7	9	-8	23	-2
Cc1cc(C)cc(OCCCOc2cccc3cccnc23)c1	4	-6	4.4%	?	-0.3	-6	-7	-3	-1
Cc1cc(C)c2c(=O)[nH]c(SCC(=O)NCc3ccccc3)nc2n1	2	2	1.8%	-10%	0.2	1	-15	4	4
Cc1ccc(NC(=O)COc2ncnc3cc([N+](=O)[O-])ccc23)cc1S(=O)(=O)N1CCOCC1	2	-3	7.2%	4%	0.1	-7	-11	2	2
CCc1cc(C(c2ccncc2)N2CCN(C)CC2)c(NC(=O)c2ccccc2)s1 (configuration not stated)	5	-2	-1.0%	-9%	0.0	-3	-9	5	0
CCc1ccc(NCc2cc3ccc(OC)cc3n(CC(=O)Nc3c(C)cc(C)cc3C)c2=O)cc1	0	-1	4.0%	-6%	0.1	6	/	14	2
Cn1c(Cc2cccs2)nnc1SCc1nc2ccccc2[nH]1	0	-7	2.4%	-8%	0.8	4	-2	3	-8
Cc1ccc(-n2ncc3c2CCCC3NC(=O)CSc2ccccn2)cc1C (configuration not stated)	7	-5	-0.7%	-19%	-0.7	-3	7	-22	4
Cc1csc(=O)n1CCC(=O)OCC(=O)Nc1ccc(F)c(F)c1F	2	-3	-0.3%	/	0.4	-12	-3	-3	2
Cc1ccc(CCCOC(=O)C[N+]2(C)CCOCC2)cc1	2	-3	2.9%	-6%	0.2	10	-9	-1	-3

By substructure, the compounds so far with a furan ring, fused or not.
SMILES	D1 agonist	TRHR enhancer	RXFP1 ag	Anesthetic bind	TRHR ag	D2 PAM	RXFP1 antag	D1 antagonist	D1 potentiator
COc1ccc(OCc2ccc(/C=N\NC(=O)c3sccc3C)o2)cc1	6	-3	-0.5%	-11%	-0.3	-7	-7	14	-2
Cc1ccc(C)c(C(=O)COC(=O)c2ccc(Br)o2)c1	8	1	2.8%	?	-0.1	8	-13	3	0
COc1cccc(N(C(=O)c2ccco2)C(C(=O)NC2CCCC2)c2cccnc2)c1 (configuration not stated)	3	-13	-1.0%	-17%	-0.4	-6	-1	-2	2

More compounds.
SMILES	D1 agonist	TRHR enhancer	RXFP1 ag	Anesthetic bind	TRHR ag	D2 PAM	RXFP1 antag	D1 antagonist	D1 potentiator
Cc1ccc(C)c(S(=O)(=O)c2c(C)cc(C)[nH]c2=O)c1	3	-6	6.3%	-4%	1.2	11	-3	4	-6
O=C(Nc1cccc2cccnc12)OCc1ccccc1	4	1	/	/	0.2	/	/	2	2
Cc1cc(C)cc(N(CC(=O)N2CCOCC2)S(=O)(=O)c2ccccc2)c1	-1	-9	0.1%	5%	0.1	-8	-10	7	-6
CC(C)c1ccc(NC(=O)C2CCCN(S(=O)(=O)c3ccc4[nH]c(=O)ccc4c3)C2)cc1 (configuration not stated)	8	2	18%	1%	-0.3	5	7	12	-2
CCOC(=O)c1c(S(=O)(=O)N2CCCC(C(=O)Nc3cc(C)ccn3)C2)c(C)n(C)c1C (configuration not stated)	1	-4	2.0%	-5%	-0.5	4	-17	-33*	-2
S=C(NNC(=S)NC1CC2C=CC1C2)NC1CC2C=CC1C2 (configuration not stated)	9	-4	-0.4%	-13%	1.6	-4	6	0	2
Cc1[nH]nc(N)c1-c1ccc(Cl)cc1	5	0	-0.3%	-15%	-0.5	/	-11	0	3
O=C(c1ccc(F)cc1)c1ccc(CN2C(=O)c3ccccc3C2=O)o1	3	-8	2.8%	?	-1.5	-4	-3	-5	-4
O=C(CC1NCCNC1=O)Nc1cccc([N+](=O)[O-])c1 (configuration not stated)	1	-2	-1.3%	-2%	0.1	4	1	5	-1

From PubChem

These rows are one share of the data; rates above refer to the full screens.
